# SENP1 inh: human SENP1 catalytic domain inhibitors, primary screen, biochemical, FRET, uHTS | inhibition, % at 10 µM | actives 0.21% (n = 360,000) | recombinant SENP1 catalytic domain, CyPet-SUMO1-YPet FRET cleavage | Sentrin-specific protease 1 (Homo sapiens), Q9P0U3 | AID 624204, 2012;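 active means inhibition at least 30% at 10 µM, raw YFP signal under a set limit, fluorescence ratio 0.5 to 1.5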;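 further: 0% = enzyme with DMSO and 100% = no enzyme wells; some results filed as inactive read as strong as hits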
#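 Test system: hSENP1 catalytic domain, recombinant; Amount: 20 pM final SENP1 enzyme; Medium: Tris pH 8 buffer plus EDTA, NaCl, BME, BSA, NP40, catalase; Schedule: 50 min enzyme reaction, room temperature, light-protected; Technique: FRET fluorescence in CFP and YFP emission channels; Controls: no-enzyme wells low, DMSO-plus-enzyme wells high control.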
# UBC13 inh: UBC13 polyubiquitin chain formation inhibitors, primary screen, biochemical, TR-FRET, uHTS. Ubiquitin-conjugating enzyme E2 N (Homo sapiens), P61088. inhibition, % at 20 µM. actives 0.47% (n = 330,000); in the data active means inhibition above about 45%, passing the limit was not always enough; inconclusive means no clear call, values can overlap the other calls
# Target sequence (P61088 whole entry, looked up): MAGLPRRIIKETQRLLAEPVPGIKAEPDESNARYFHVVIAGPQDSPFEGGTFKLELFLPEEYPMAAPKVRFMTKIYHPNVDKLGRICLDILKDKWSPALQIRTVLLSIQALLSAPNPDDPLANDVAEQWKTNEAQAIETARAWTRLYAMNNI
# SENP8 block-1: human SENP8 protease inhibitors, primary screen, biochemical, fluorescence, Nedd8 protein substrate, uHTS. inhibition, % at 20 µM. recombinant SENP8. AID 602440, 2012. Sentrin-specific protease 8 (Homo sapiens), Q96LD8. actives 0.64% (n = 360,000); in the data active means inhibition mostly above about 40%, no sharp cut-off; inactive means mostly below about 27%
# Target sequence (Q96LD8 whole entry, looked up): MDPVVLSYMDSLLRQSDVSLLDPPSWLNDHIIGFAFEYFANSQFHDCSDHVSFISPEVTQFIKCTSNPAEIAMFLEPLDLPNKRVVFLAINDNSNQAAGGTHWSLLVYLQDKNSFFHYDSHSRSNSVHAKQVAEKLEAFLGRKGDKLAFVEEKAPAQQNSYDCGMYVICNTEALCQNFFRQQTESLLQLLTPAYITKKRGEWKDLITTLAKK
# Apaf1 inhib: inhibitors of human Apaf-1 apoptosome, primary screen, biochemical, DEVD-Rh110 fluorescence, uHTS; Apoptotic protease-activating factor 1 (Homo sapiens), O14727; reconstituted apoptosome caspase-3 activity; inhibition, % at 20 µM; actives 0.71% (n = 330,000); AID 489030, 2010; active means inhibition of at least 40% at 20 µM;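 further: plate controls were DMSO wells for no effect and DEVD-CHO caspase inhibitor wells for full effect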
#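 detection = Rh110 fluorescence intensity | test system = biochemical Apaf-1 apoptosome reconstitution | also added = cytochrome c and DEVD-Rh110 substrate | schedule = 30 min plus 50 min, RT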
# APOBEC3G inh: APOBEC3G DNA deaminase inhibitors, primary screen, biochemical, fluorescence, single-stranded DNA substrate, uHTS; DNA dC->dU-editing enzyme APOBEC-3G (Homo sapiens), Q9HC16; inhibition, % at 20 µM; recombinant A3G, ssDNA deamination FAM/TAMRA fluorescence; actives 0.28% (n = 330,000); AID 493012, 2011;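 active means inhibition of at least 40% at 20 µM, with no more than 30% in the related APOBEC3A deaminase screen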;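 further: plate controls were DMSO wells with A3G for no effect and wells lacking A3G enzyme for full effect; some compounds called inactive have numbers as strong as hits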
# SENP8 block-2: SENP8 protease inhibitors, primary screen, biochemical, luminescence; purified SENP8, Z-RLRGG-aminoluciferin cleavage; inhibition, % at 10 µM; actives 1.2% (n = 330,000); AID 2540, 2010; in the data active means inhibition above about 50%
# SENP6 inh: SENP6 protease inhibitors, primary screen, biochemical, luminescence, uHTS; Recombinant SENP6 catalytic domain, aminoluciferin luminescence; inhibition, % at 10 µM; actives 1.8% (n = 330,000); AID 2599, 2010;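 active means inhibition above about 50% at the single tested dose, limit read from the data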;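 further: plate controls were DMSO wells with enzyme for no effect and DMSO wells lacking enzyme for full effect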
# Target sequence (Q9GZR1 628-1112 limits assumed): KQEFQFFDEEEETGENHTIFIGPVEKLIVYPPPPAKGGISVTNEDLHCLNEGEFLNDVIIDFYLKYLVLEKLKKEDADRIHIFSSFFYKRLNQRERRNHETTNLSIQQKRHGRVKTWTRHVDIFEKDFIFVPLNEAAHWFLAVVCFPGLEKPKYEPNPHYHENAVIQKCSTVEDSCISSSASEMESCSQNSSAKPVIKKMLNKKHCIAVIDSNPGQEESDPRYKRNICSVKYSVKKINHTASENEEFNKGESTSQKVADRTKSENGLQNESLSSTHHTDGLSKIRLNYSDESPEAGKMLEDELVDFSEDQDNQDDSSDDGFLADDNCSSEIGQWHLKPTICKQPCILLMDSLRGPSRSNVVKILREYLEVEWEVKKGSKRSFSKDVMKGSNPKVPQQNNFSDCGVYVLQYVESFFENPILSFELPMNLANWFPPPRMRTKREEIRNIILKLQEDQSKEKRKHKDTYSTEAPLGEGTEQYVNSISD
# SENP7 block: SENP7 protease inhibitors, primary screen, biochemical, luminescence, uHTS | Sentrin-specific protease 7 (Homo sapiens), Q9BQF6 | recombinant SENP7, Z-RLRGG-aminoluciferin luminescence, 40 min | inhibition, % at 5 µM | actives 1.5% (n = 330,000) | AID 434973, 2010;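 active means inhibition above about 50% at the single test dose, limit read from the data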;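 further: plate controls were DMSO with enzyme for no effect and no enzyme buffer wells for full effect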
# * hit, by the source's call; i = inactive; ? = inconclusive.
# Every second line gives: SENP1 inh	UBC13 inh	SENP8 block-1	Apaf1 inhib	APOBEC3G inh	SENP8 block-2	SENP6 inh	SENP7 block
CCOC(=O)C1(CC2CC2)CCN(Cc2cc(Cl)c(O)c(OC)c2)CC1
    0	10	7	-6	-5	-4	-1	2
Cn1nccc1C(=O)NCCN1C(=O)OC(C)(C)C1(C)O (stereo not drawn)
    1	5	21	2	3	-7	5	-4
COc1ccc(CNC(=O)CN(Cc2ccccc2)S(=O)(=O)c2ccc(Cl)cc2)cc1
    0	-6	18	6	-6	5	1	1
O=c1cc(C(F)(F)C(F)F)oc2ccccc12
    2	5	12	-15	-3	5	7	3
COc1cccc(S(=O)(=O)Nc2ccc(C(=O)N3CCN(C(=O)c4ccco4)CC3)cc2)c1
    1	7	18	-17	-8	-3	-6	13
CCOc1nc2cnccc2n(CC(=O)Nc2ccccc2C(=O)OC)c1=O
    -7	7	-3	-7	-7	3	1	8
Cc1ccc(S(=O)(=O)c2ccc([N+](=O)[O-])cn2)cc1
    2	-7	28	-3	-5	2	-3	8
O=C(NCc1ccc(Cl)cc1)c1ccc2c(=O)n(CC3CCCO3)c(=S)[nH]c2c1 (stereo not drawn)
    0	10	18	11	-2	0	-4	8
Cc1ccc(NC(=O)CN(C)C(=O)c2cc3ccccc3o2)cc1
    -1	2	8	-9	-5	2	-2	4
Cc1ccc(S(=O)(=O)N2CCCCC2CCNC(=O)C(=O)NC2CCCC2)cc1 (stereo not drawn)
    0	-3	7	14	12	-5	-7	-1
O=C(CCN1CCc2ccccc2C1)Nc1cccc(F)c1
    -4	-1	6	19	-3	3	8	10
COc1ccccc1-n1c(=O)c2c3c(sc2n2c(=S)[nH]nc12)CCC3
    3	-2	-2	-4	32	0	5	-3
CC(=O)/C(=N\Nc1ccccc1)Oc1ccc([N+](=O)[O-])cc1
    6	-6	28	12	-2	6	-16	4
CCOC(=O)c1cccc(NS(=O)(=O)c2cnc[nH]2)c1
    3	18	15	2	-4	-6	-11	-3
CC1c2cc3c(cc2CCN1CC(=O)Nc1ccccc1)OCCCO3 (stereo not drawn)
    3	-7	19	16	-8	-13	-15	8
COc1ccccc1NC(=O)c1cc2c(cc1Cl)N1CCCCCC1=NS2(=O)=O
    0	18	11	-4	-2	16	5	1
CC(C)CCNC(=O)C(c1ccco1)N(Cc1ccccc1)C(=O)c1snc(C(N)=O)c1N (stereo not drawn)
    -16	32	-283	2	-6	-7	-10	-7
CCc1nnc(NC(=O)c2ccc3c(c2)C(=O)N(CC)C3=O)s1
    0	4	16	-14	-8	-12	16	8
Cn1c(C(=O)NC2CCCCC2)cc2c(=O)n(C)c3ccccc3c21
    3	6	-23	9	-2	-5	9	-1
NC(=O)c1ncc(C(F)(F)F)cc1Oc1ccc(C(F)(F)F)cc1
    3	-1	19	1	0	0	-6	-8
COc1ccc(-c2noc(Cc3cccs3)n2)cc1
    0	2	19	-6	-7	30	50*	13
Nc1cc(=O)[nH]c(SCC(=O)Nc2cccc(Cl)c2Cl)n1
    0	2	8	-2	-11	-2	-5	-1
Cc1cccc(CS(=O)(=O)c2ncc(Cl)c(C(=O)Nc3nnc(C(C)C)s3)n2)c1
    -1	30	-45	5	-6	-16	-15	-11
COc1ccc(NC(=O)CCC(=O)Nc2nnc(CC(C)C)s2)cc1Cl
    0	4	2	0	-7	6	-2	2
CCN1C(=O)C(=O)N(CC(=O)NC(C)CCc2ccccc2)C1=O (stereo not drawn)
    -1	-5	9	-3	-4	-10	-11	-1
CC(NC(=O)C1CCCCC1)C(c1cccs1)N1CCN(C)CC1 (stereo not drawn)
    2	4	-1	3	0	7	0	8
COc1nc2ccc(C)cc2cc1-c1noc(-c2cccnc2)n1
    -9	16	-321	7	-5	-7	-27	-7
O=C(Nc1cc(Cl)ccc1-n1cncn1)C1CC1
    -2	-4	6	-3	-8	2	-2	-7
CCNc1nc(-c2ccc(OC(F)F)cc2)c(C)s1
    2	0	-20	4	-18	-7	-14	-4
Cc1nc2nc(C)n(-c3ccccc3)c2s1
    -1	-7	13	20	30	-9	0	-9
Cc1ncoc1C(=O)N1CCCC(C(=O)c2ccc(-c3ccccc3)c(F)c2)C1 (stereo not drawn)
    5	6	8	19	-3	1	5	4
CN1CCC(=NNC(=O)CN(c2cccc(Br)c2)S(C)(=O)=O)CC1
    0	5	17	-4	1	2	8	1
Cc1ccc(-n2nc3cc(C)c(NC(=S)NC(=O)/C=C/c4ccco4)cc3n2)cc1
    -17	?	-162	8	-1	10	33	-1
CN(C)C1=NCCN1CCCC1CCCCC1
    1	5	11	-4	-5	-7	-12	-1
COc1ccccc1N1CCN(C(=S)Nc2cccc(C)c2)CC1
    2	-15	3	8	2	4	-15	2
Cn1c(CC(=O)Nc2ccccc2F)nnc1SCC(=O)NC1=NCCS1
    2	-6	13	-2	-1	-7	9	-6
O=C(Nc1sc2c(c1-c1nc3ccccc3[nH]1)CCCC2)C1CCCC1
    -4	5	i	7	-4	5	8	4
CCC(C(=O)OCC(=O)Nc1ccc2[nH]c(=O)[nH]c2c1)c1ccccc1 (stereo not drawn)
    2	-3	12	-18	-3	-1	-4	-1
COC(=O)c1cc(OC)c(OC)cc1NC(=S)Nc1cc(Cl)ccc1OC
    2	43	-419	6	-1	6	-13	-3
Cc1ccccc1OC1C(=O)N(CC2CCCO2)C1c1ccc2c(c1)OCO2 (stereo not drawn)
    -2	0	14	-7	-3	2	-5	0
O=C(COC(=O)Cn1cnc2ccccc21)Nc1cc(S(=O)(=O)N2CCOCC2)ccc1Cl
    1	7	9	-4	-2	-4	2	-4
Cc1nnc(SCC(=O)c2ccc([N+](=O)[O-])cc2)s1
    2	-10	8	1	-4	3	14	3
O=C(CCN1C(=O)C2C3CCC(C3)C2C1=O)Nc1ccccc1C(F)(F)F (stereo not drawn)
    -1	8	1	-5	-6	4	9	3
CN(C)c1ccc(C(=O)Nc2ccc(CN3CCS(=O)(=O)CC3)cc2)cc1
    0	-3	-9	-1	-4	3	-42	3
CCOc1ccc(C(=O)NCC(=O)N2CC=C(c3ccccc3)CC2)cc1OCC
    1	-3	12	8	-7	-5	-1	-7
O=C(NCC(=O)N(c1ccc(F)cc1)C(C(=O)NC1CCCC1)c1ccncc1)c1ccco1 (stereo not drawn)
    3	-2	2	-9	-7	2	-12	-5
CC1CN(CCCCSc2ccc(Cl)cc2)CC(C)O1 (stereo not drawn)
    2	0	6	8	-10	4	-17	1
O=C(CC(=O)c1cc(Cl)ccc1O)c1ccccc1
    7	-6	10	21	-1	-8	-10	-8
Cc1cc(C)cc(NC(=O)c2cccc(N3C(=O)C4C5C=CC(C5)C4C3=O)c2)c1 (stereo not drawn)
    1	5	10	11	-10	-2	16	11
COc1ccc(N(C)C(=O)c2ccc3snnc3c2)cc1
    -2	3	6	-1	-4	5	-12	5
COc1ccc(C(=O)N2CCC(O)(c3ccc(Cl)cc3)CC2)cc1OC
    -1	-6	11	11	-3	-6	-31	2
O=C1Nc2ccc([N+](=O)[O-])cc2C1(O)N1CCCCCC1 (stereo not drawn)
    0	-2	8	2	-2	3	-7	5
O=C(Nc1cccc(NC(=O)c2cncc(Br)c2)c1)c1cncc(Br)c1
    1	-6	15	-3	-6	1	-1	-10
CC(=NCCCNC1CCCCC1)C1=C(O)CC(C)(C)CC1=O
    3	13	13	-3	-1	-2	-10	-9
Cc1cc(S(=O)(=O)N2CCOCC2)ccc1OCC(=O)NCCN1CCOCC1
    1	8	1	9	-8	-2	-13	2
CCOc1ccccc1NC(=O)CCS(=O)(=O)c1ccc(Br)cc1
    5	-13	14	-220	70	4	-12	3
COc1ccc(CCCc2nnc(SCC(=O)NN)o2)c(C)c1
    1	6	16	4	-10	-1	5	-2
O=C1NCC(NC(=O)C(F)(F)F)c2cc3c(cc21)OCO3 (stereo not drawn)
    2	4	3	-4	0	2	20	1
CN(C)/C=N/c1sc2c(c1C#N)CCCC2
    -20	-8	-198	-7	-7	-1	-4	-15
Cc1ccc(Oc2ccccc2NC(=O)C2=COCCO2)cc1
    1	2	6	14	-7	13	5	5

# Not a retest: entries from further up.
# Every second line gives: SENP1 inh	UBC13 inh	SENP8 block-1	Apaf1 inhib	APOBEC3G inh	SENP8 block-2	SENP6 inh	SENP7 block
CC1CN(CCCCSc2ccc(Cl)cc2)CC(C)O1 (stereo not drawn)
    2	0	6	8	-10	4	-17	1
O=C(CC(=O)c1cc(Cl)ccc1O)c1ccccc1
    7	-6	10	21	-1	-8	-10	-8
Cc1cc(C)cc(NC(=O)c2cccc(N3C(=O)C4C5C=CC(C5)C4C3=O)c2)c1 (stereo not drawn)
    1	5	10	11	-10	-2	16	11
COc1ccc(N(C)C(=O)c2ccc3snnc3c2)cc1
    -2	3	6	-1	-4	5	-12	5
COc1ccc(C(=O)N2CCC(O)(c3ccc(Cl)cc3)CC2)cc1OC
    -1	-6	11	11	-3	-6	-31	2
O=C1Nc2ccc([N+](=O)[O-])cc2C1(O)N1CCCCCC1 (stereo not drawn)
    0	-2	8	2	-2	3	-7	5
O=C(Nc1cccc(NC(=O)c2cncc(Br)c2)c1)c1cncc(Br)c1
    1	-6	15	-3	-6	1	-1	-10
CC(=NCCCNC1CCCCC1)C1=C(O)CC(C)(C)CC1=O
    3	13	13	-3	-1	-2	-10	-9
Cc1cc(S(=O)(=O)N2CCOCC2)ccc1OCC(=O)NCCN1CCOCC1
    1	8	1	9	-8	-2	-13	2
CCOc1ccccc1NC(=O)CCS(=O)(=O)c1ccc(Br)cc1
    5	-13	14	-220	70	4	-12	3
COc1ccc(CCCc2nnc(SCC(=O)NN)o2)c(C)c1
    1	6	16	4	-10	-1	5	-2
O=C1NCC(NC(=O)C(F)(F)F)c2cc3c(cc21)OCO3 (stereo not drawn)
    2	4	3	-4	0	2	20	1
CN(C)/C=N/c1sc2c(c1C#N)CCCC2
    -20	-8	-198	-7	-7	-1	-4	-15
Cc1ccc(Oc2ccccc2NC(=O)C2=COCCO2)cc1
    1	2	6	14	-7	13	5	5
